Screens: PubChem BioAssay, The Scripps Research Institute Molecular Screening Center
PLC-beta3 inh: inhibitors of human phospholipase C beta3 | Purified PLC-beta3, fluorogenic substrate, fluorescence | inhibition, % at 12.2 µM | Q01970 | 0.18% of 370,000 active; in the data active = inhibition above about 11%;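 also: 0% = median of compound wells on plate and 100% = full blocker control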
Target sequence (Q01970 whole entry, looked up): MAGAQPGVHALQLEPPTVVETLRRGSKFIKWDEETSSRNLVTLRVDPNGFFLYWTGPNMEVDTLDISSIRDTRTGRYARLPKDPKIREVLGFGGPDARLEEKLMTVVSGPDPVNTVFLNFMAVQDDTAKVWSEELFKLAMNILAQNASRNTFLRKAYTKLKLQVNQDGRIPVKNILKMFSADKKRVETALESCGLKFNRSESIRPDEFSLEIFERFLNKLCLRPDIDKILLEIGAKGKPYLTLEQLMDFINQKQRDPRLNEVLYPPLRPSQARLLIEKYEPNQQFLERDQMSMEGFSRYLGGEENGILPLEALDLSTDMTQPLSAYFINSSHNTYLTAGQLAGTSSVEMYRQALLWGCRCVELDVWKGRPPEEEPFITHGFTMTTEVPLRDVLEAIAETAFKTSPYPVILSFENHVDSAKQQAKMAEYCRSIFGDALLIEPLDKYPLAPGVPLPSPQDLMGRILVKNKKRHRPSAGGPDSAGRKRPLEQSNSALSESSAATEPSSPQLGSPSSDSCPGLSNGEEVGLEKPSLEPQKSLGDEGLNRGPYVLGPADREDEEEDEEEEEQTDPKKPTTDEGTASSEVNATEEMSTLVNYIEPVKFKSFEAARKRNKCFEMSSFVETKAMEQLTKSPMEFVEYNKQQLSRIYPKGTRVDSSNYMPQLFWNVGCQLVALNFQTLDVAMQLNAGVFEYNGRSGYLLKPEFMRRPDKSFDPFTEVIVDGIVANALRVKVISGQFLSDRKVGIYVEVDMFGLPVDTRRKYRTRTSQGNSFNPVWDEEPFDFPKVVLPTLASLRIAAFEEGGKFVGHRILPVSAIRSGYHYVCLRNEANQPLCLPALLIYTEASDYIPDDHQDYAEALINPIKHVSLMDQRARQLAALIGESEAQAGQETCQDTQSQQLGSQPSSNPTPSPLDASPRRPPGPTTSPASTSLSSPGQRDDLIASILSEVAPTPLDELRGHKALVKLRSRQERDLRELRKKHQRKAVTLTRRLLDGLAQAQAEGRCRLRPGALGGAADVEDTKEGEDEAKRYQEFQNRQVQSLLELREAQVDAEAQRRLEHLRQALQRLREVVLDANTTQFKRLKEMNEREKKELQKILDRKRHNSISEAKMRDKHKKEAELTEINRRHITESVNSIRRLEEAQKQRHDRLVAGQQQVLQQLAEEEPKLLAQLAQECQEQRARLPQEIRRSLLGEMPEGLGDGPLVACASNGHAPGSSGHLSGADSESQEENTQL
ssDAF-12 act: activators of S. stercoralis DAF-12 nuclear receptor; HEK293 ssDAF-12/GRIP1 lit1-tk-luc reporter, luminescence; % of 3 µM dafachronic acid response; activation, % at 6.8 µM; 1% of 370,000 active; AID 652126;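 active = activation above the mean over all tested compounds plus 3 SD, cut at about 0.9% in these data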;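 also: 0% = DMSO-only wells and 100% = 3 µM delta7-dafachronic acid wells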
DAX1 inh-1: NR0B1 (DAX1) inhibition; HEK293 Gal4-DAX1 luciferase reporter, luminescence; AID 504766; 0.99% of 340,000 active; inhibition, % at 6.75 µM; P51843;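 active = inhibition above the mean over all tested compounds plus 3 SD, cut at about 4.2% in these data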;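 also: 0% = DAX1-transfected cells with DMSO and 100% = empty-vector control cells with DMSO; inhibition shows as a rise in luminescence from relieved DAX1 repression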
DAX1 inh-2: inhibitors of DAX1 repression of SF-1 activated StAR promoter | HEK293T StAR-luciferase reporter, SF-1/DAX-1 repression relief | inhibition, % at 6.8 µM | 1.1% of 370,000 active | AID 652010;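 active = inhibition above the mean over all tested compounds plus 3 SD, cut at about 3.6% in these data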;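 also: 0% = DAX-1 cells with DMSO and 100% = cells lacking DAX-1 with DMSO; higher inhibition means more luminescence from relief of DAX-1 repression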
PLC-gamma1 inh: blocks human PLC-gamma1 enzyme activity. purified PLC-gamma1, fluorogenic substrate, fluorescence. P19174. 0.84% of 370,000 active. inhibition, % at 12.2 µM; in the data active = inhibition above about 9.5%
GAA850 FXN act: activators of GAA850 frataxin (FXN) promoter; 0.56% of 360,000 active; HEK293 lucGAA850 FXN promoter luciferase reporter, 24 h; percent of 10 µM SAHA response; activation, % at 6 µM;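 active = activation above the average of all compounds screened plus 3 SD, cutoff fixed separately per campaign, cut at about 7.5% in these data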;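 also: 0% = DMSO wells and 100% = 10 µM SAHA wells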
hgDAF12 agonist: activates the H. glycines DAF-12 receptor ligand-binding domain. HEK293 GAL4-hgDAF12 UAS-luciferase reporter, agonist luminescence; normalized to butyrate control. 1.8% of 370,000 active. activation, % at 6.8 µM;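 active = activation above a cutoff set at the mean of all screened compounds plus 3 SD, cut at about 10% in these data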;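 also: 0% = DMSO wells and 100% = sodium butyrate wells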
HGIII-sPLA2 inh: Blocks human group III sPLA2 activity. QFRET BODIPY PC-A2 liposome hydrolysis, fluorescence. 0.56% of 370,000 active. AID 743126. inhibition, % at 12.2 µM. Q9NZ20;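 active = inhibition above mean plus 3 SD of compounds lying within the high and low control bounds, cut at about 19% in these data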;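 also: 0% = median of test compound wells and 100% = no enzyme DMSO wells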
ADAM10 inh: inhibitors of human ADAM10 | recombinant ADAM10, EDANS/DABCYL FRET peptide cleavage, 3 h | inhibition, % at 7 µM | 0.62% of 370,000 active;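 active = inhibition above a per-campaign cutoff equal to the mean of compounds falling between control-based bounds plus 3 SD, cut at about 20% in these data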;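 also: 0% = DMSO wells while the 100% control is not disclosed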
hcDAF12 agonist: activates DAF-12 receptor from parasite H. contortus | HEK293 hcDAF-12 lit1-tk-luc reporter, luminescence; 0% DMSO, 100% Δ7-dafachronic acid | activation, % at 6.8 µM | 1.4% of 370,000 active | AID 652067;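 active = activation above the mean of all tested compounds plus 3 SD, cut at about 5.5% in these data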;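 also: 100% = response to 3 µM Δ7-dafachronic acid high control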
ADAM17 inh: inhibits human ADAM17; P78536; recombinant ADAM17, EDANS/DABCYL FRET peptide cleavage; inhibition, % at 6.95 µM; 0.83% of 370,000 active;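 active = inhibition above the mean of compounds lying between control limits plus 3 SD, set per campaign, cut at about 8.5% in these data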;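 also: 0% = DMSO-only wells as the low control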
An asterisk follows results filed as active; i = inactive; x = no result given.

A first look, eleven compounds:
cpd	canonical_smiles	PLC-beta3 inh	ssDAF-12 act	DAX1 inh-1	DAX1 inh-2	PLC-gamma1 inh	GAA850 FXN act
1	CC(=O)Nc1ccc(S(=O)(=O)N2CCC(c3nc4ccccc4[nH]3)CC2)cc1	1	-1.6	0.1	-0.7	-1	3.0
2	Cc1c(NC(=O)C(Sc2ccccc2)c2ccccc2)cccc1[N+](=O)[O-] (stereo unspecified)	6	-1.4	-0.9	-0.9	8	-1.7
3	CN(C)C(CNC(=O)c1cnc(Cl)c(Cl)c1)c1ccccc1 (stereo unspecified)	-7	-1.1	1.9	0.1	2	0.5
4	COc1ccc(C(=O)OCC(=O)NC2CCCCCC2)cc1OC	1	-1.1	-0.5	-0.7	1	2.0
5	OCCCn1c(-c2ccccc2)csc1=Nc1ccccc1	-2	-1.0	-0.6	-0.5	1	1.9
6	COC(=O)c1cc2n(n1)CCN(Cc1ccc(C)cc1)C2=O	3	-1.3	-0.7	-0.1	6	0.3
7	Cc1cccc(Cn2nc(-n3cccc3)c3c(C)cc(C)nc32)c1	-10	-0.8	1.3	-0.1	-8	-0.3
8	CC(C)CC(=O)NC(=S)Nc1cccc2nsnc12	-8	-1.2	-1.1	-0.2	-7	-1.4
9	O=C(CCC1CCCCC1)Nc1ccc(C(=O)c2ccncc2)cc1	-4	-1.6	0.7	0.2	2	2.7
10	CN(CC(=O)Nc1ccccc1C(=O)NC1CC1)Cc1ccc(Cl)s1	-4	-1.7	0.0	-2.3	5	-1.0
11	Cc1ccc(S(=O)(=O)c2nc(/C=C/c3ccccc3)oc2N2CCC(C(N)=O)CC2)cc1	-2	-0.6	-0.9	0.6	-1	3.6

cpd	hgDAF12 agonist	HGIII-sPLA2 inh	ADAM10 inh	hcDAF12 agonist	ADAM17 inh
1	-0.7	-1	-2	-0.2	-1
2	-1.1	-14	18	2.4	7
3	-1.4	21*	2	-0.2	-11
4	1.5	1	-6	0.9	-4
5	1.1	3	-3	2.4	3
6	-1.0	4	9	-0.1	1
7	-0.1	-1	-7	-2.0	-4
8	7.0	7	0	1.6	-7
9	-2.5	-2	2	-1.1	0
10	-3.3	12	-6	-2.8	-5
11	7.6	2	-18	0.4	-1

Results (from the top)
cpd	canonical_smiles	PLC-beta3 inh	ssDAF-12 act	DAX1 inh-1	DAX1 inh-2	PLC-gamma1 inh	GAA850 FXN act
1	CC(=O)Nc1ccc(S(=O)(=O)N2CCC(c3nc4ccccc4[nH]3)CC2)cc1	1	-1.6	0.1	-0.7	-1	3.0
2	Cc1c(NC(=O)C(Sc2ccccc2)c2ccccc2)cccc1[N+](=O)[O-] (stereo unspecified)	6	-1.4	-0.9	-0.9	8	-1.7
3	CN(C)C(CNC(=O)c1cnc(Cl)c(Cl)c1)c1ccccc1 (stereo unspecified)	-7	-1.1	1.9	0.1	2	0.5
4	COc1ccc(C(=O)OCC(=O)NC2CCCCCC2)cc1OC	1	-1.1	-0.5	-0.7	1	2.0
5	OCCCn1c(-c2ccccc2)csc1=Nc1ccccc1	-2	-1.0	-0.6	-0.5	1	1.9
6	COC(=O)c1cc2n(n1)CCN(Cc1ccc(C)cc1)C2=O	3	-1.3	-0.7	-0.1	6	0.3
7	Cc1cccc(Cn2nc(-n3cccc3)c3c(C)cc(C)nc32)c1	-10	-0.8	1.3	-0.1	-8	-0.3
8	CC(C)CC(=O)NC(=S)Nc1cccc2nsnc12	-8	-1.2	-1.1	-0.2	-7	-1.4
9	O=C(CCC1CCCCC1)Nc1ccc(C(=O)c2ccncc2)cc1	-4	-1.6	0.7	0.2	2	2.7
10	CN(CC(=O)Nc1ccccc1C(=O)NC1CC1)Cc1ccc(Cl)s1	-4	-1.7	0.0	-2.3	5	-1.0
11	Cc1ccc(S(=O)(=O)c2nc(/C=C/c3ccccc3)oc2N2CCC(C(N)=O)CC2)cc1	-2	-0.6	-0.9	0.6	-1	3.6
12	CC(=O)c1cccc(NC(=O)CCn2c(=O)oc3ccccc32)c1	-1	-1.0	-0.4	-0.2	1	1.7
13	COc1cc(NC(=O)Nc2ccccc2)c(OC)cc1NC(=O)CN1CCCCC1	4	-1.4	-1.2	-0.1	4	-2.2
14	C=C1CCN(c2ccc(C(=O)NCc3ccc(C)cc3)cc2[N+](=O)[O-])CC1	0	-1.1	0.5	-0.3	-2	1.0
15	O=C(c1ccc(Cl)c([N+](=O)[O-])c1)N(Cc1cccc(Cl)c1)C1CCS(=O)(=O)C1 (stereo unspecified)	3	-1.1	0.8	-0.8	6	-1.7

cpd	hgDAF12 agonist	HGIII-sPLA2 inh	ADAM10 inh	hcDAF12 agonist	ADAM17 inh
1	-0.7	-1	-2	-0.2	-1
2	-1.1	-14	18	2.4	7
3	-1.4	21*	2	-0.2	-11
4	1.5	1	-6	0.9	-4
5	1.1	3	-3	2.4	3
6	-1.0	4	9	-0.1	1
7	-0.1	-1	-7	-2.0	-4
8	7.0	7	0	1.6	-7
9	-2.5	-2	2	-1.1	0
10	-3.3	12	-6	-2.8	-5
11	7.6	2	-18	0.4	-1
12	-4.4	4	3	3.1	-4
13	-0.8	-18	12	-0.9	5
14	0.2	1	1	-1.4	1
15	-2.8	-1	10	3.7	2

Additional records:
cpd	canonical_smiles	PLC-beta3 inh	ssDAF-12 act	DAX1 inh-1	DAX1 inh-2	PLC-gamma1 inh	GAA850 FXN act
16	CCN(CC)CCn1c(NCc2ccccn2)nc2ccccc21	5	-1.7	0.6	-0.5	3	0.1
17	CC(=O)Nc1ccc(N2C(=O)CSC2c2c(F)cccc2Cl)cc1 (stereo unspecified)	14*	-1.3	0.0	0.7	8	-0.1
18	O=C(NCCCN1CCOCC1)c1cccc(S(=O)(=O)N2CCOCC2)c1	-1	-1.0	3.3	-1.5	2	0.1
19	CCC(=O)Nc1ccc(-c2nnc(SCC(=O)Nc3nccs3)n2C)cc1	4	-1.1	-0.6	-0.1	2	-0.8
20	COc1ccc(C(=O)NC(=S)Nc2cccnc2)cc1[N+](=O)[O-]	4	-1.2	0.2	-0.9	0	1.7
21	CC(C)C(C(=O)NCC1CCCO1)N(C(=O)CNS(=O)(=O)c1ccc(F)cc1)c1ccccc1 (stereo unspecified)	-4	-1.2	3.6	-0.1	-2	-2.4
22	COc1ccccc1Nc1nc(C)cc(=O)[nH]1	-1	-1.2	2.3	-0.2	0	1.3
23	O=C(C1=C[C@H](c2ccccc2)C[C@H](OCc2ccc(CO)cc2)O1)N1CCN(Cc2ccccc2)CC1	-8	-1.6	-0.3	-0.7	-4	-2.4
24	CC(=O)c1ccc(NC(=O)c2ccccc2Sc2ncnc3sc(C)c(C)c23)cc1	2	-1.7	0.4	0.5	-3	3.5
25	Cc1cccc(N(CC(=O)N2CCN(c3ccccc3F)CC2)S(C)(=O)=O)c1	-1	-1.4	1.4	0.2	-1	-1.9
26	COCCn1c(N)c(Sc2ccc(C)cc2)c(=O)[nH]c1=O	-1	-0.2	-1.0	-0.3	3	0.4
27	CC1=Nc2ccc(Br)cc2C(c2ccccc2)N1CC(=O)NN (stereo unspecified)	-4	-1.4	2.2	0.1	1	2.9
28	C/C(=N\NC(=O)c1ccc(Cl)cc1)c1cccs1	-7	1.8*	0.1	4.4*	-1	2.8
29	COCCn1c(SCC(=O)Nc2ccc(F)cc2)nc2ccccc2c1=O	-3	-1.1	-1.4	0.0	-1	-0.8
30	O=C(C[C@@H]1C/C=C\C[C@H](Cc2ccc(F)cc2)C(=O)OC[C@@H](c2ccccc2)NC1=O)NCCO	1	-0.8	0.0	0.2	-3	-0.2

cpd	hgDAF12 agonist	HGIII-sPLA2 inh	ADAM10 inh	hcDAF12 agonist	ADAM17 inh
16	-0.3	9	-6	-2.4	0
17	0.9	0	15	0.6	1
18	-2.2	-2	0	-0.8	1
19	-0.4	8	-8	-0.7	-2
20	3.5	4	2	-2.1	0
21	-0.1	-5	2	-1.1	1
22	1.4	6	4	-0.7	-2
23	-1.2	-16	-5	0.0	-4
24	-1.6	-10	-1	-0.4	-2
25	0.5	3	-10	-1.7	-1
26	-0.4	4	-4	-0.1	-5
27	0.7	0	-4	-0.3	-2
28	15*	-2	0	4.1	-3
29	0.2	5	1	-2.4	-5
30	3.9	-2	-10	-3.1	-5

(continued)
cpd	canonical_smiles	PLC-beta3 inh	ssDAF-12 act	DAX1 inh-1	DAX1 inh-2	PLC-gamma1 inh	GAA850 FXN act
31	N#C/C(=C\c1c(Oc2ccccc2F)nc2ccccn2c1=O)C(=O)NC1CCS(=O)(=O)C1 (stereo unspecified)	-282	0.1	-0.8	-0.6	-186	1.4
32	CN(C)S(=O)(=O)N1CCC(Oc2cccc(C(=O)N3CCSCC3)c2)CC1	-6	-0.8	-0.7	-1.8	-3	0.1
33	CC(C)CCNC(=O)CN(C(=O)CCC(=O)Nc1ccccn1)c1ccc2c(c1)OCCO2	1	-2.1	-0.4	-2.2	2	-8.6
34	Cc1cccc(C)c1NC(=O)C(CCc1ccccc1)n1c(=O)c(-c2ccccc2)nc2ccccc21 (stereo unspecified)	-40	-0.8	x	-0.6	-36	x
35	O=C(NS(=O)(=O)Oc1ccc(F)c(Cl)c1)OC[C@@H]1CCCN2CCCCC12 (stereo partly specified)	2	-0.8	0.3	-0.4	1	1.0
36	O=C(COC(=O)C12CC3CC(CC(Br)(C3)C1)C2)NNC(=O)c1ccccc1	0	-1.0	0.8	-0.8	5	-1.1
37	COC(F)(C(=O)Nc1ccc2c(c1)C(=O)NC2=O)C(F)(F)F (stereo unspecified)	-48	-0.9	0.1	-0.5	-36	0.4
38	C/C(=N\NC(=O)CN(c1ccccc1Br)S(C)(=O)=O)c1cccs1	3	-1.3	1.0	-0.1	2	1.1
39	O=C(CSc1ccccc1)NNC(=O)c1ccncc1	-5	0.1	-0.3	1.0	1	1.8

cpd	hgDAF12 agonist	HGIII-sPLA2 inh	ADAM10 inh	hcDAF12 agonist	ADAM17 inh
31	2.0	-3	i	2.7	-189
32	-1.8	5	-9	-1.5	-2
33	-7.5	4	3	-3.8	-1
34	-1.4	-4	-130	0.3	-24
35	-1.9	-4	4	-0.5	-1
36	-1.4	-5	-4	-1.0	-4
37	-0.3	7	-15	-1.2	-9
38	0.2	-4	-6	-1.9	-3
39	1.3	-1	-5	0.1	-1

A draw from above in order of molar mass, descending:
cpd	canonical_smiles	PLC-beta3 inh	ssDAF-12 act	DAX1 inh-1	DAX1 inh-2	PLC-gamma1 inh	GAA850 FXN act
34	Cc1cccc(C)c1NC(=O)C(CCc1ccccc1)n1c(=O)c(-c2ccccc2)nc2ccccc21 (stereo unspecified)	-40	-0.8	x	-0.6	-36	x
33	CC(C)CCNC(=O)CN(C(=O)CCC(=O)Nc1ccccn1)c1ccc2c(c1)OCCO2	1	-2.1	-0.4	-2.2	2	-8.6
39	O=C(CSc1ccccc1)NNC(=O)c1ccncc1	-5	0.1	-0.3	1.0	1	1.8

cpd	hgDAF12 agonist	HGIII-sPLA2 inh	ADAM10 inh	hcDAF12 agonist	ADAM17 inh
34	-1.4	-4	-130	0.3	-24
33	-7.5	4	3	-3.8	-1
39	1.3	-1	-5	0.1	-1
